Tau FP inhib: qHTS for Inhibitors of Tau Fibril Formation, Fluorescence Polarization | AID 1468, 2008 | K18 P301L tau heparin fibrillization, Alexa594 FP, 6 h | Potency, µM (doses to about 57.7 µM), for the others: at the highest dose activity, negative = inhibition, hits mostly inhibitors | 0.39% of 280,000 active; further: on the % scale 0 is the no-effect control and ±100 the full control effect; nearly all actives have a fitted effect of over 55% in size
Target sequence (P10636 561-689 P618L limits assumed): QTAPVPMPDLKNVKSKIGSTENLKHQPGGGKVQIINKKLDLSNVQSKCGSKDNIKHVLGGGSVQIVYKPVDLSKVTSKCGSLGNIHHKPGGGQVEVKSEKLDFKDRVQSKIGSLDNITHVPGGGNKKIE
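FP of Alexa 594-tau after heparin (20 uM) induction. Substrate: human K18 P301L, 15 uM unlabeled, 0.24 uM labeled. Buffer 100 mM sodium acetate pH 7. 6 hr, 37 C.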
Tau fluor counter: Counterscreen qHTS for Inhibitors of Tau Fibril Formation, Fluorescence Polarization; Potency, µM (top dose mostly 57.7 µM), inactives show at the top dose activity change, negative = decrease; tau K18 P301L Alexa594 fluorescence, heparin fibrillization; AID 1463, 2008; 0.93% of 280,000 active; further: on the % scale 0 is the no-effect control and ±100 the full control effect; nearly all actives have a fitted effect of over 55% in size
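Human K18 P301L tau (15 uM unlabeled plus 0.24 uM Alexa 594-labeled, final) in 100 mM sodium acetate pH 7 was mixed with compound and 20 uM heparin and incubated 6 hr at 37 C.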
ALDH1A1 inh: qHTS Assay for Inhibitors of Aldehyde Dehydrogenase 1 (ALDH1A1). Aldehyde dehydrogenase 1A1 (Homo sapiens), P00352. Purified ALDH1A1, NADH fluorescence, propionaldehyde substrate. Potency, µM (doses to about 75.3 µM), for the others: at the highest dose activity, negative = inhibition, most hits filed as inhibitors. 7.3% of 220,000 active. AID 1030, 2008; active means well fitted inhibition curve with a large enough effect, not every such curve was filed as active; inconclusive means small, poorly fitted or top-dose-only effect, or another doubt; inactive means no such curve, though single readings can be large or run the other way;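 further: plate controls were no enzyme wells and a reference inhibitor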
Target sequence (P00352 whole entry, looked up): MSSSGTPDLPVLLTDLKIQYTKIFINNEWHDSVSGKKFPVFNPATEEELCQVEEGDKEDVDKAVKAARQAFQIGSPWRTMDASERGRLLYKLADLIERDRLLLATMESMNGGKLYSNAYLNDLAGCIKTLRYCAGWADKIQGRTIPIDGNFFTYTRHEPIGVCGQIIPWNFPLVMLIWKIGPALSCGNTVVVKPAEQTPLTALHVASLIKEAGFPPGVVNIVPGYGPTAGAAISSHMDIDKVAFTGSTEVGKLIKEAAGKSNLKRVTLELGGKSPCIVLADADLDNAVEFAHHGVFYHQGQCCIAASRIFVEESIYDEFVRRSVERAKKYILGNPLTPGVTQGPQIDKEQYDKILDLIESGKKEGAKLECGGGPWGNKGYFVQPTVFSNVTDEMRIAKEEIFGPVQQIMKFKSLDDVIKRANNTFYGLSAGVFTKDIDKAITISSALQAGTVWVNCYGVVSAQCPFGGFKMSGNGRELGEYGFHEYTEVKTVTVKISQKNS
SMN2 splice up: qHTS Assay for Enhancers of SMN2 Splice Variant Expression | HEK293 SMN2-luciferase splicing reporter, luminescence, 30-36 h | 2.8% of 210,000 active | Potency, µM (top dose mostly 46.1 µM), without a hit: at the top dose activity change, positive = activation, actives largely listed as activators; further: % of control where 0% means no effect; nearly all actives have a fitted effect of over 55% in size
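qHTS luciferase splicing reporter: luminescence rises when SMN2 exon 7 is included in transfected HEK293 cells. Compound exposure lasted 30-36 h at 37C, with 4.5 mM final sodium butyrate as control, followed by a ONE-Glo read.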
HTT aggregate: qHTS Multiplex Assay to Identify Dual Action Probes in a Cell Model of Huntington: Aggregate Formation (GFP) | PC12 HttQ103-GFP aggregates, Acumen cytometry, 40 h | Potency, µM (titrated, usually from 46.1 µM), for inactives: at the top dose activity change, negative = inhibition, usual class: inhibitors | 1.1% of 220,000 active; further: on the % scale 0 is the no-effect control and ±100 the full control effect; nearly all actives have a fitted effect of over 60% in size
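PC12/HTTQ103-GFP, ecdysone-inducible; teb 100 nM; cpd qHTS titration; GFP aggregates read on laser cytometer, Ex 488/Em 500-530 nm.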
HTT ATP protect: qHTS Multiplex Assay to Identify Dual Action Probes in a Cell Model of Huntington: Cytoprotection (ATP); PC12 HTT-Q103 induced, cytoprotection, ATP luminescence, 40 h; Potency, µM (highest dose often 56.4 µM), inactives show cytoprotection (ATP increase), most hits filed as activators; 0.14% of 230,000 active; AID 1471, 2008;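 further: % of control where 0% means no effect; nearly all actives have a fitted effect of over 45% in size; toxic huntingtin expression switched on by the ecdysone agonist tebufenozide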
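ATP quantification (ATPlite) reports survival of PC12 cells in which tebufenozide, 100 nM final, switches on Htt exon 1 with 103 glutamines linked to GFP; compounds are titrated.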
KDM4E inh: qHTS Assay for Inhibitors of Human Jumonji Domain Containing 2E (JMJD2E) | 1.6% of 230,000 active | Potency, µM (highest dose often 57.1 µM), for inactives: at the top dose activity change, negative = inhibition, most hits filed as inhibitors | JMJD2E catalytic domain, FDH-coupled NADH fluorescence (FDH is formaldehyde dehydrogenase) | Lysine-specific demethylase 4E (Homo sapiens), B2RXH2; active means well fitted inhibition curve with a large enough effect, not every such curve was filed as active; inconclusive means small, poorly fitted or top-dose-only effect, or another doubt; inactive means no such curve, though single readings can be large or run the other way;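 further: 0% = wells with enzyme and -100% = buffer wells without enzyme; nearly all actives have a fitted effect of over 50% in size; many of its hits are not listed in these tables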
Target sequence (B2RXH2 1-337 limits assumed): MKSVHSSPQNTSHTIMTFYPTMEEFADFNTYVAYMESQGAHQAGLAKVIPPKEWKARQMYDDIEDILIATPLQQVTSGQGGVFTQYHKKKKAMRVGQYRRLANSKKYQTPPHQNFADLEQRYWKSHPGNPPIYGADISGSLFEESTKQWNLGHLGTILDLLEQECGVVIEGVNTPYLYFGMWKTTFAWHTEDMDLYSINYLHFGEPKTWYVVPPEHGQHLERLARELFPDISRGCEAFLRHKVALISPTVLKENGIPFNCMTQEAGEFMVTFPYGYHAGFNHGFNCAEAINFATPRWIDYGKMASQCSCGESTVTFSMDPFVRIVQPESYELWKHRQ
Tau fibril ThT: qHTS for Inhibitors of Tau Fibril Formation, Thioflavin T Binding; Potency, µM (titrated, usually from 57.4 µM), inactives show at the highest dose activity, negative = inhibition, usual class: inhibitors; Microtubule-associated protein tau (Homo sapiens), P10636; 2.1% of 270,000 active; recombinant tau K18 P301L (four-repeat tau fragment), heparin-induced fibrillization, ThT fluorescence; further: on the % scale 0 is the no-effect control and ±100 the full control effect; nearly all actives have a fitted effect of over 55% in size
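Heparin-induced fibrillization of the P301L-mutant K18 repeat-domain fragment of human tau was followed by ThT binding in quantitative high-throughput format.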
* marks the source's active call; other numbers are inactive results; ? = inconclusive; / = not tested or not shown; & = joins results of further samples; [ ] = another dose, or the depositor's remark. Unless noted, the call rests on the fitted dose curve; in most records, active means well fitted curve in the direction sought with a large enough effect; inconclusive means small, poorly fitted or top-dose-only effect, or another doubt; inactive means no such curve, though single readings can be large; an effect the other way counts as inactive or inconclusive. Potency means the concentration at half of the fitted maximal effect.

#	compound	Tau FP inhib	Tau fluor counter	ALDH1A1 inh	SMN2 splice up	HTT aggregate	HTT ATP protect	KDM4E inh	Tau fibril ThT
1	Cc1cc(C)nc(SCC(=O)NC2=NC(=O)C(C)S2)n1 (stereo not given)	?	-8.0%	22.4µM*	11.6%	-1.9%	8.4%[10 µM]	2.5%	?
2	Cc1ccc(C2=C(CC(=O)O)C(=O)CC2)cc1	3.7%	2.3%	?	5.9%	-7.3%	16.3%[10 µM]	-2.3%	7.2%
3	CCCCCc1n[nH]c2c1CCCC2	-2.8%	-11.7%	/	/	10.4%[9.22 µM]	12.0%[10 µM]	-11.6%	-11.9%
4	O=C(O)c1ccc(/C=N/Nc2ccc(F)cc2F)cc1	9.0%	-8.2%	-12.5%	1.78µM*	-2.7%[9.22 µM]	15.3%[10 µM]	-7.4%	-9.2%
5	C=CCN=C(NC#N)SCC(=O)NC(C)(C)C	2.7%	5.1%	8.0%	?	7.9%	5.1%	1.2%	-4.3%
6	CN(C)C(=O)N1CCCC(C(=O)NCc2ccccc2)C1 (stereo not given)	-5.3%	5.1%	7.1%	18.1%	-4.9%	8.3%[10 µM]	3.8%	-0.8%
7	CCOC(=O)CCCc1c[nH]c2ccccc12	10.2%	-15.9%	-7.8%	-37.0%[inhibitor]	-13.2%	1.3%	-7.1%	-10.9%
8	Cc1c(NC(=O)C(C)OC(=O)c2ccc(Br)o2)c(=O)n(-c2ccccc2)n1C (stereo not given)	15.3%	9.2%	-3.1%	8.3%	8.9%	16.3%[10 µM]	-5.5%	6.2%
9	Cn1cnnc1SCC(=O)NCCC(c1ccccc1)c1ccccc1	7.9%	-7.1%	-1.6%	4.7%	-10.7%	11.7%	0.7%	-6.5%
10	O=C(CCn1c(=S)oc2ccccc21)Nc1ccc2c(c1)OCCO2	6.2%	-10.7%	-0.9%	-14.8%	7.7%	10.2%[1.9 µM]	3.8%	-10.4%
11	CSc1ccc(/C=N/NC(=O)CN2CCN(Cc3ccccc3Cl)CC2)cc1	-0.5%	-12.4%	-12.5%	/	26.6%	-1.4%[10 µM]	7.4%	?
12	CCCCCC(C)NC(=S)NC(=O)c1cc(S(=O)(=O)N2CCOCC2)ccc1C (stereo not given)	1.6%	-24.1%	?	-45.2%[inhibitor]	?	/	-3.0%	-16.3%
13	CCOc1ccccc1-n1c(SCC(=O)N2CCOCC2)nnc1-c1ccccn1	-5.8%	-2.5%	8.4%	-7.6%	-1.4%	-19.9%[10 µM]	-0.7%	-5.1%
14	CC(C)CCOc1cccc(OCC(=O)NC2CCS(=O)(=O)C2)c1 (stereo not given)	2.0%	-13.7%	-2.6%	-6.7%	-23.6%	-13.6%[10 µM]	4.9%	-13.5%
15	Cc1ccc(N2C(=O)[C@@H]3[C@H](C2=O)C2c4ccccc4C=CN2[C@@H]3C(=O)c2ccco2)cc1 (stereo not given in full)	?	-21.7%	4.47µM*	-6.1%	14.2%	-10.4%	-3.2%	25.1µM*
16	CCOc1cc2c(Cl)ncnc2c(OCC)c1OCC	1.2%	-4.2%	?	/	-18.2%[9.22 µM]	-10.2%[10 µM]	-0.9%	-2.8%
17	COCCCN1C(=O)c2ccc(C(=O)O)cc2C1=O	6.9%	0.6%	4.5%	-14.3%	-5.2%	11.1%	-0.4%	-4.8%
18	Cc1ccccc1/C=N/n1c(-c2cc(-c3ccccc3)n[nH]2)n[nH]c1=S	-8.3%	-20.1%	/	/	4.0%[9.22 µM]	13.9%[10 µM]	-1.7%	-0.1%
19	CCOc1ccc(CC(C(N)=O)C(N)=O)cc1CN(C)C	4.6%	6.5%	1.2%	17.5%	0.2%	20.5%	-6.5%	4.1%
20	CS(=O)(=O)N1CCN(C(=S)NCc2ccc(F)cc2)CC1	1.6%	8.9%	17.4%	2.6%	0.2%	13.4%[0.074 µM]	8.9%	1.5%
21	O=C(Cn1nc(-c2ccccc2)nc1-c1ccccc1)N1CCOCC1	-2.9%	4.7%	8.7%	-5.4%	3.3%	-17.1%[10 µM]	0.5%	-0.4%
22	CCOC(=O)c1ccc2c(c1)nc(SC/C(O)=C(\C#N)c1nc3ccccc3[nH]1)n2CC	0.4%	-16.8%	?	-5.7%	-0.7%	5.3%[10 µM]	-11.7%	?
23	O=[N+]([O-])c1ccc(S(=O)(=O)NCCc2cn3ccccc3n2)cc1	0.2%	-5.5%	13.3%	-14.1%	5.7%	/	3.6%	-5.6%
24	CCOC(=O)Nc1ccccc1C(=O)N1CCOCC1	-2.3%	0.2%	?	-12.4%	24.2%	8.5%	-3.3%	-2.8%
25	COc1ccc(/C=N\NC(=O)c2nn(C)cc2Cl)cc1CN1CCOCC1	10.4%	10.8%	?	-3.6%	3.8%	/	-3.8%	13.2%

Values by screen from the list:
Tau fibril ThT, entries 3–12: -11.9%, -9.2%, -4.3%, -0.8%, -10.9%, 6.2%, -6.5%, -10.4%, ?, -16.3%
ALDH1A1 inh, entries 3–12: /, -12.5%, 8.0%, 7.1%, -7.8%, -3.1%, -1.6%, -0.9%, -12.5%, ?
Tau fluor counter, entries 3–12: -11.7%, -8.2%, 5.1%, 5.1%, -15.9%, 9.2%, -7.1%, -10.7%, -12.4%, -24.1%

New compounds follow:
#	compound	Tau FP inhib	Tau fluor counter	ALDH1A1 inh	SMN2 splice up	HTT aggregate	HTT ATP protect	KDM4E inh	Tau fibril ThT
26	CC(=O)c1ccc(NC(=O)C(C)n2nc(-c3ccccc3)ccc2=O)cc1 (stereo not given)	-7.8%	-18.7%	/	0.7%	/	/	/	-1.9%
27	CCCCCCCCCCCCCCCCOC[C@H](COP(=O)([O-])OCC[N+](C)(C)C)OC(=O)NC	6.3%&15.0%	9.2%&3.0%	-0.6%&12.6%	2.7%&0.1%	/	-7.3%&-28.8%	7.1%	-1.4%&-3.0%
28	O=C(OCC(=O)N1CCc2ccccc21)c1cncc(Br)c1	-8.0%	-14.2%	-12.5%	-5.4%	?	2.24µM*	3.1%	?
29	CCOc1ccc(N(CC(=O)NN=C2CCN(C)CC2)S(C)(=O)=O)cc1	5.4%	-0.3%	-6.2%	1.9%[1.84 µM]	-11.8%	-1.0%[10 µM]	-4.8%	3.2%
30	COC(=O)c1ccc(OC(=O)C2CC(=O)N(c3cccc(C)c3)C2)cc1 (stereo not given)	6.3%	17.4%	17.8µM*	-4.1%	-9.1%	11.8%	-0.3%	?
31	Cc1nc2ccc(NC(=O)c3ccc(S(=O)(=O)N(C)C)cc3)cc2s1	-1.6%	-11.7%	-12.9%	-7.9%	-5.0%	-24.9%	11.0%	-6.3%
32	CO/N=C/C(=N\Nc1ccc(OC)cc1)C(=O)c1ccc(F)cc1	-12.6%	-18.4%	2.6%	-7.2%	-5.9%	6.8%[10 µM]	-16.9%	-15.6%
33	CCOc1ccccc1NC(=O)C(NCC1CCCCC1)c1ccccc1 (stereo not given)	2.5%	-7.9%	-12.8%	-14.3%	-29.5%	-22.9%	-5.1%	-10.8%
34	O=C(/C=C/c1ccccc1)Nc1nnc(-c2ccco2)o1	2.6%	2.0%	?	-4.8%	13.2%	-6.6%	?	-1.7%
35	COC(=O)c1ccccc1SC(CC(=O)c1ccccc1)c1ccc(F)cc1 (stereo not given)	2.4%	-10.5%	/	/	-16.7%[9.22 µM]	8.1%[10 µM]	-2.4%	/
36	CCN(C(=O)c1nn(-c2ccc(OC)cc2)c(=O)c2c1c1ccccc1n2C)c1ccc(OC)cc1	-10.2%	-16.7%	1.9%	/	-10.1%	-44.4%[inhibitor]	?	-4.2%
37	O=C(CCCCCNc1nc(=S)[nH]c2ccccc12)NCc1ccccc1Cl	-2.2%	-8.4%	4.7%	-10.8%	-3.5%	-61.6%[inhibitor]	1.6%	5.0%
38	COc1ccc(N2CCN(C(=O)c3cn(C)c(=O)c4c3c3ccccc3n4C)CC2)cc1	4.6%	-10.9%	2.3%	-1.7%	7.9%	-16.6%	?	-16.9%
39	COc1ccc(Cl)cc1NC(=O)C1CSC(c2ccncc2)=N1 (stereo not given)	-15.5%	-26.6%	-8.9%	-20.1%	-11.8%	-5.1%	-15.6%	?
40	CC1=NN(Cc2ccccc2)C(=O)C1	-9.5%	-3.9%	?	6.2%	15.8%	10.7%[10 µM]	-22.5%	-9.5%
41	Cc1ccc(CNC(=O)C2CCC(=O)N2CCc2ccccc2)cc1 (stereo not given)	4.6%	0.2%	?	-2.2%	-10.8%	-8.1%	10.6%	0.0%
42	Cn1c(-c2sc3cc(C(F)(F)F)cnc3c2-c2ccccn2)n[nH]c1=S	-8.6%	-2.6%	35.5µM*	/	-0.5%	-4.5%	-13.0%	-9.0%
43	Cn1c(-c2ccccc2)cnc1NCc1ccccc1O	-0.4%	-9.8%	/	9.0%	/	/	/	-1.1%
44	C#CC[N+]1(CC#Cc2ccc(C#CC[N+]3(CC#C)CCOCC3)cc2)CCOCC1	-7.5%	0.7%	?	-33.0%[inhibitor]	-20.2%	-9.1%[1.9 µM]	0.1%	-4.7%
45	O=C(CCS(=O)(=O)c1cccs1)Nc1ccc(C(=O)NCc2ccccc2)cc1	-3.1%	-7.2%	2.8%	2.0%	17.6%	8.7%	-1.9%	6.3%
46	N#CC1=C(N)OC2=C(C(=O)CCC2)C12CCN(C(=O)OCc1ccccc1)CC2	4.5%	1.1%	?	-3.6%	7.3%	-11.5%	0.8%	-5.7%
47	CN(C(=O)c1ccno1)c1nnc(-c2cccnc2)s1	0.8%	-5.5%	8.8%	20.3%	-13.7%	-13.2%[10 µM]	14.6%	-1.6%
48	Cc1ccc(N2CCN(C(=O)c3ccc4c(Cl)c5c(nc4c3)CCCC5)CC2)c(C)c1	0.7%	-13.2%	/	6.4%	/	/	/	?
49	COC(=O)C(Cc1ccccc1)NC(=O)C(CC(C)C)NC(=O)OC(C)(C)C (stereo not given)	-5.1%	3.4%	0.5%	7.0%	-15.0%	25.7%[10 µM]	8.7%	1.1%

Screening data deposited in PubChem by National Center for Advancing Translational Sciences (NCATS).

Only part of the results is shown, so the mix of outcomes need not match the whole.
